Tau fibril ThT: tau fibrillization inhibition (ThT binding); P10636; recombinant tau K18 P301L, heparin-induced fibrillization, ThT fluorescence; Potency, µM (titrated, usually from 57.4 µM), for inactives: top-dose activity, negative = inhibition, most hits filed as inhibitors; hit rate 2.1% among 270,000; AID 1460; also: % is scaled to controls: 0 for no effect and ±100 for the full control effect; nearly all actives have a fitted effect of over 55% in size
Target sequence (P10636 561-689 P618L limits assumed): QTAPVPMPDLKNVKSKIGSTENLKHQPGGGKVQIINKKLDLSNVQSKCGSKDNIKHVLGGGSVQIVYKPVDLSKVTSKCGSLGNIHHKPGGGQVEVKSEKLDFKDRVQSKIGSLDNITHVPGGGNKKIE
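Aggregation was driven by heparin (20 uM final) acting on recombinant tau […] bearing P301L in 100 mM sodium acetate pH 7; fibrils were detected with Thioflavin T.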
RECQ1 inh: RECQ1 (human) helicase inhibition | hit rate 0.54% among 240,000 | Potency, µM (doses to about 57.3 µM), without a hit: at the top dose activity, negative = inhibition, actives largely listed as inhibitors | P46063 | RECQ1 DNA unwinding, red fluorescence kinetic read | AID 2549;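 also: plate controls were vehicle for no effect and no enzyme for full effect; nearly all actives have a fitted effect of over 30% in size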
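RECQ1T1 50 nM; forked duplex (20 bp + 30-nt ss tails) 200 nM, ATP 2 mM final; pH 8.0, 2 mM MgCl2, 2.5 ug/ml poly(dI-dC); 15 min compound preincubation; discontinuous kinetic read over 2 h at RT.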
HTT ATP protect: cytoprotection in Huntington HTT-Q103 PC12 cell model. PC12 HTT-Q103 induced, cytoprotection, ATP luminescence, 40 h. Potency, µM (highest dose often 56.4 µM), inactives show cytoprotection (ATP increase), most hits filed as activators. hit rate 0.14% among 230,000. AID 1471;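 also: % of control where 0% means no effect; nearly all actives have a fitted effect of over 45% in size; toxic huntingtin expression switched on by the ecdysone agonist tebufenozide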
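PC12 cells with ecdysone-inducible HTT exon 1 Q103-GFP, induced with 100 nM tebufenozide and co-treated with library compounds in a dose series (1536-well, 1500 cells/well). Cytoprotection read as ATP content by ATPlite luminescence.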
TRb-SRC2 inh: disrupts binding of human TR beta to SRC2 | P10828 | TRbeta-SRC2 peptide binding, fluorescence polarization; receptor liganded with 1 µM T3 | Potency, µM (series often up to 106 µM), for the others: at the top dose activity change, negative = inhibition, actives largely listed as inhibitors | hit rate 0.065% among 280,000;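 also: plate controls were bound peptide for no effect and peptide without receptor for full effect; nearly all actives have a fitted effect of over 50% in size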
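Human TRb ligand-binding domain (0.6 uM) is mixed with 20 nM Texas Red SRC2 peptide and 1 uM T3; after compound addition and 5 hr at ambient temperature, polarization is measured and normalized to unbound and bound controls.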
Tau fluor counter: counter-screen for tau fibril formation inhibitors. tau K18 P301L Alexa594 fluorescence, heparin fibrillization. hit rate 0.93% among 280,000. Potency, µM (highest dose often 57.7 µM), for inactives: at the top dose activity change, negative = decrease; also: % is scaled to controls: 0 for no effect and ±100 for the full control effect; nearly all actives have a fitted effect of over 55% in size
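Human tau K18 P301L (15 uM unlabeled, 0.24 uM Alexa 594-labeled) in 100 mM sodium acetate pH 7 with 20 uM heparin, 6 hr at 37 C. ThT 30 uM added, 1 hr ambient; Alexa 594 FP and total fluorescence read at 555/632 nm.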
Tau FP inhib: inhibitors of human tau fibril formation; K18 P301L tau heparin fibrillization, Alexa594 FP, 6 h; Potency, µM (titrated, usually from 57.7 µM), for the others: at the top dose activity, negative = inhibition, usual class: inhibitors; hit rate 0.39% among 280,000; AID 1468; also: % is scaled to controls: 0 for no effect and ±100 for the full control effect; nearly all actives have a fitted effect of over 55% in size
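Steps: dispense K18 P301L tau (15 uM plus 0.24 uM Alexa 594 tracer, final) in pH 7 sodium acetate; add compound; add heparin (20 uM final); incubate 6 hr, 37 C; add ThT (30 uM final); after 1 hr ambient, read FP.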
TexasRed fluor: alters Texas Red total fluorescence, flagging assay interference. TRb/SRC2 Texas Red total fluorescence interference. Potency, µM (doses to about 106 µM), without a hit: at the top dose fluorescence change, negative = quenching. hit rate 0.29% among 280,000. AID 1479; active = well fitted curve in either direction with a large enough effect; inconclusive = small, poorly fitted or top-dose-only effect; also: % is scaled to controls: 0 for no effect and ±100 for the full control effect
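Flags fluorescent or light-absorbing compounds by total fluorescence, S + 2P, at 555 nm excitation and 632 nm emission. Mixture: 20 nM Texas Red SRC2 peptide, 0.6 uM human TRb LBD, 1 uM T3, 5% DMSO; compound exposure 5 h at ambient temperature.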
L3MBTL1 block: blocks human L3MBTL1; Q9Y468; AlphaScreen L3MBTL1–H3K9me1 peptide binding; Potency, µM (highest dose often 57.1 µM), for the others: at the top dose activity, negative = inhibition, usual class: inhibitors; hit rate 0.66% among 230,000; also: % is scaled to controls: 0 for no effect and ±100 for the full control effect; nearly all actives have a fitted effect of over 60% in size
Target sequence (Q9Y468 whole entry, looked up): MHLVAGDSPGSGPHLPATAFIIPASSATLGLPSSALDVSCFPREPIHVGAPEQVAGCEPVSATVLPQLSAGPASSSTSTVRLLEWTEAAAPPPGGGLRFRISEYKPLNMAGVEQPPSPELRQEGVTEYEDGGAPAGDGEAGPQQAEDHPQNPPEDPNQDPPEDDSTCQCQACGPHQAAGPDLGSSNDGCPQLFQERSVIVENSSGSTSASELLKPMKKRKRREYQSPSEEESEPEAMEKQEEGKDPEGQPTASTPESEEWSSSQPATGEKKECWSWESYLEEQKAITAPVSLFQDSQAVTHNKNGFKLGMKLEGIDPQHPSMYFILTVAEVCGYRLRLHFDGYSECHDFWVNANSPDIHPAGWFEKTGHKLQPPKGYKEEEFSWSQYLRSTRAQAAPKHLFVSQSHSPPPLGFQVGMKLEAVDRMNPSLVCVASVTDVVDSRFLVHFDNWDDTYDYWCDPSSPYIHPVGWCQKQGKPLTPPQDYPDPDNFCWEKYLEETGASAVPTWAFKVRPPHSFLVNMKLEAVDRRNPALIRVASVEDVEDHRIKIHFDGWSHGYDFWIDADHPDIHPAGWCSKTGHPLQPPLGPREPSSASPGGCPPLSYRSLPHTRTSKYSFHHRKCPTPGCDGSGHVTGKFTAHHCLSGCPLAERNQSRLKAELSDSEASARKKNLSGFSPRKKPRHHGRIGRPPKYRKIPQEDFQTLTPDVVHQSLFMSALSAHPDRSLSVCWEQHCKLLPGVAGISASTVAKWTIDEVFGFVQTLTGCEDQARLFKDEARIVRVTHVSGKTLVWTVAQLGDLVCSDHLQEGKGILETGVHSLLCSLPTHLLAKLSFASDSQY
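First, the protein-peptide complex forms for 30 min at room temperature (L3MBTL1 50 nM, biotinylated H3K9me1 peptide 75 nM). Next, compounds are pin-transferred and incubated 30 min. Finally, AlphaScreen beads are added and read after 30 min.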
* hit, by the source's call; i = inactive; ? = inconclusive; . = no result given; & = joins results of further samples; [ ] = remark or other dose. Unless noted, calls follow the shape of the dose curve; as a rule, active = well fitted curve in the direction sought with a large enough effect; inconclusive = small, poorly fitted or top-dose-only effect, or another doubt; inactive = no such curve, though single readings can be large; an effect the other way counts as inactive or inconclusive. Potency is read from the fitted curve at half-maximal effect.

smiles	Tau fibril ThT	RECQ1 inh	HTT ATP protect	TRb-SRC2 inh	Tau fluor counter	Tau FP inhib	TexasRed fluor	L3MBTL1 block
Cc1ccc(C)c(N(CC(=O)NN=C2CCCCCCC2)S(C)(=O)=O)c1	-1.3%	-8.8%	3.0%	0.2%	-6.4%	-1.8%	-4.7%	2.8%
OC(COCc1ccco1)CN1CCN(c2ccccc2)CC1 (configuration not stated)	-7.4%	-3.5%	1.7%[10 µM]	-3.6%	-1.7%	6.3%	-0.3%	2.7%
Cc1cc([N+](=O)[O-])cnc1N1CCOCC1	0.0%	-1.7%	.	-3.3%	9.5%	10.1%	0.1%	0.5%
O=C(Cc1c(O)c2ccccc2[nH]c1=O)NCc1ccccc1F	6.8%	-1.8%	-7.2%[10 µM]	8.5%	4.8%	1.4%	3.8%	-30.4%
CCOc1cccc(C(=O)Nc2ccc(N3CCN(S(C)(=O)=O)CC3)cc2)c1	-21.4%	-9.3%	1.6%	-1.9%	-13.1%	3.0%	-0.2%	.
O=S(=O)(NCC(c1ccccc1)N1CCc2ccccc21)c1ccccc1 (configuration not stated)	-8.2%	.	.	3.4%	?	13.3%	-2.4%	.
COc1ccccc1CCN=C(N)NS(=O)(=O)c1ccc(C)cc1	-3.3%	i	-38.7%	-4.1%	-6.4%	3.2%	-3.2%	-6.3%
CCCC(=O)Nc1ccc(C(=O)N2CCCC2)cc1	-11.7%	-5.7%	-21.1%[0.074 µM]	-10.1%	-0.5%	-1.6%	-4.0%	1.7%
O=C(OCc1cc(=O)n2cc(Br)ccc2n1)C1COc2ccccc2O1 (configuration not stated)	-29.7%	i	-14.0%	0.5%	-18.0%	-12.6%	1.4%	1.6%
CCC(CC)c1nnc(NC(=O)C2COc3ccccc3O2)s1 (configuration not stated)	-8.5%	-3.7%	25.3%	-9.4%	-9.3%	-1.8%	-2.5%	2.0%
CCOC(=O)c1sc(Nc2ccc(Br)cc2)nc1C	-12.2%	i	-4.4%[10 µM]	-2.7%	?	10.4%	-1.2%	5.8%
COC(=O)c1ccc(CNC(=O)COc2ccccc2Br)o1	-1.6%	-6.4%	-1.1%	-11.1%	-2.3%	-8.6%	-0.9%	2.1%
O=C1COc2ccc(C(=O)CSc3nnc(Cc4cccs4)n3-c3ccc(Cl)cc3)cc2N1	-12.9%	-3.7%	-42.4%[inhibitor]	1.9%	-15.5%	4.2%	2.3%	-3.2%
COc1ccc(S(=O)(=O)Nc2ccc3oc4c(c3c2)CCCC4)cc1	-3.2%	.	.	5.0%	?	-18.6%	3.0%	.
Cc1cc(C)c(NC(=O)CS(=O)CC(=O)NCC2CCCO2)c(C)c1 (configuration not stated)	6.3%	-6.6%	-8.2%	1.4%	-3.9%	-6.8%	-6.9%	-4.8%
CC(C)c1ccc(NC(=O)Cn2nnc(C(=O)NCc3ccc4c(c3)OCO4)c2N)cc1	-4.0%	.	.	-1.8%	-10.7%	-14.5%	0.7%	.
CCc1ccccc1-n1c(C)nc2cc(C(=O)NCCc3ccc(Cl)cc3)ccc21	?	.	.	1.1%	-16.9%	8.5%	-0.1%	.
CCC(C)(C)n1nnnc1C(C(C)C)N(Cc1ccco1)Cc1cc2cc3c(cc2[nH]c1=O)OCO3 (configuration not stated)	-7.6%	-2.6%	-34.1%	3.1%	-20.6%	4.8%	0.3%	0.1%
COc1ccc(N2CCN(C(=O)CSc3nnc(-c4ccc5[nH]c(C)c(C)c5c4)o3)CC2)cc1	?	i	-18.4%	-0.4%	-24.5%	-2.4%	-2.1%	-6.5%
CC(C)(C)C(=O)Nc1ncc(C(F)(F)F)cc1Cl	-0.7%	-12.0%	-3.2%	-3.2%	8.3%	8.0%	-1.1%	1.3%[11.4 µM]
CCOC(=O)Cn1c(=O)oc2cc(S(=O)(=O)NCCCc3ccccc3)ccc21	-2.2%	-2.7%	19.2%[10 µM]	-5.3%	-13.9%	-3.2%	2.5%	-6.6%
C=CCNC(=S)NCC1COc2ccccc2O1 (configuration not stated)	-18.4%	-2.7%	14.9%[10 µM]	3.1%	-13.3%	2.5%	-3.5%	-7.5%
O=c1cc(NCc2ccco2)c2ccccc2o1	12.7%	-17.1%	1.9%	6.7%	16.1%	7.2%	2.7%	-1.0%[11.4 µM]
Cc1c(C(N)=O)sc2ncn(CCOc3ccccc3)c(=O)c12	-8.8%	-4.3%	-4.7%	2.8%	-2.5%	-5.6%	-0.7%	8.7%
Cc1cc(/C=C2\Cc3ccccc3C2=O)c(C)n1-c1ccccc1	?	-20.1%	10.6%[10 µM]	7.9%	-17.6%	2.0%	-2.1%	7.5%
Cc1ccc(C(C)NC(=O)c2ccco2)cc1 (configuration not stated)	3.4%	-14.2%	3.5%[1.9 µM]	-11.5%	0.3%	1.8%	1.2%	4.3%
COC(=O)c1scc(C)c1NC(=O)C(Cl)c1ccccc1 (configuration not stated)	-2.7%	-0.1%	-33.4%[inhibitor]	2.0%	-6.2%	-4.9%	-0.8%	11.8%
COc1ccccc1/C=N/NC(=O)C(NC(=O)c1ccccc1)=C(C)C	-18.9%	-7.5%	15.5%[10 µM]	4.7%	-10.2%	-2.8%	-2.6%	-5.4%
O=C(Cc1cccc2ccccc12)N/N=C/C=C/c1cccc([N+](=O)[O-])c1	?	-4.5%	14.3%[10 µM]	-3.4%	?	-5.3%	-1.5%	0.5%
CC1(C)CC(N2CCN(C(c3ccccc3)c3ccccc3)CC2)=CC(=[N+]2CCCCC2)C1	-2.3%	-2.6%	-44.8%[10 µM]	-1.5%	28.2%	4.2%	0.5%	.
CC(C)CCNC(=O)CCC(=O)N1Cc2ccccc2Oc2ncccc21	-5.6%	.	.	5.1%	-7.9%	-5.4%	0.4%	.
Cc1cc(C)c2c(C)nn(C3CCCCC3)c2n1	-8.4%	2.7%	-9.0%[0.074 µM]	-1.0%	1.5%	4.3%	-1.1%	11.2%
Cc1ccc(N2CC(NC(=O)c3cccs3)CC2=O)cc1 (configuration not stated)	3.0%	.	.	-1.2%	0.8%	-4.8%	0.3%	.
COC(=O)c1ccc(COC(=O)c2ccccn2)cc1	-6.8%	-5.7%	12.3%	-5.1%	7.6%	2.0%	-4.3%	.
CCOC(=O)C(CCCCC(NC(C)=O)(C(=O)OCC)C(=O)OCC)(NC(C)=O)C(=O)OCC	7.4%	-0.3%	-2.4%[10 µM]	4.2%	10.2%	4.6%	?	-4.6%
COc1cc(OC)c(NC(=O)C(CC(C)C)N2Cc3ccccc3C2=O)cc1Cl (configuration not stated)	-12.1%	.	.	4.8%	-23.8%	-5.2%	-24.1%	.
CCOC(=O)C1=C(C)NC(=S)NC1c1cccc(O)c1 (configuration not stated)	10.8%	-5.5%&-8.7%&-16.9%	2.6%	-2.0%&-3.6%&0.2%	6.9%	2.6%	-10.8%&-5.6%&-2.3%	.
O=C(Nc1ccc(Cl)c(Cl)c1)Nc1nnc(CSc2ccccc2)s1	7.6%	i	26.2%[10 µM]	-6.0%	-28.5%	3.55µM*	-2.6%	-12.0%
COc1ccc(-n2c(=O)c3c4c(sc3n(CC(=O)NC3CCCC3)c2=O)CCCC4)c(OC)c1	-0.5%	i	-27.4%	-0.1%	-10.2%	-1.2%	0.2%	.
Cc1ccc(CN2CCC(CNC(=O)c3cnn(-c4ccccc4)c3C3CCN(C(=O)OC(C)(C)C)CC3)CC2)cc1	-12.4%	.	.	2.8%	-7.2%	-6.9%	-2.9%	.

Compound profiles, from the list above. Screens in order: Tau fibril ThT | RECQ1 inh | HTT ATP protect | TRb-SRC2 inh | Tau fluor counter | Tau FP inhib | TexasRed fluor | L3MBTL1 block
CCOC(=O)C1=C(C)NC(=S)NC1c1cccc(O)c1 (configuration not stated) in the list: 10.8% | -5.5%&-8.7%&-16.9% | 2.6% | -2.0%&-3.6%&0.2% | 6.9% | 2.6% | -10.8%&-5.6%&-2.3% | .
Cc1ccc(C(C)NC(=O)c2ccco2)cc1 (configuration not stated) in the list: 3.4% | -14.2% | 3.5%[1.9 µM] | -11.5% | 0.3% | 1.8% | 1.2% | 4.3%

Next structures:
smiles	Tau fibril ThT	RECQ1 inh	HTT ATP protect	TRb-SRC2 inh	Tau fluor counter	Tau FP inhib	TexasRed fluor	L3MBTL1 block
Cc1ccc(C)n1-c1ccc(-c2ccnc(N)n2)cc1	?	-10.4%	-23.4%	-1.1%	-19.5%	-7.1%	-1.9%	0.0%
O=C(NC1CCCCC1)C(c1ccco1)N(Cc1ccco1)C(=O)c1ccco1 (configuration not stated)	-8.8%	-5.3%	3.2%[10 µM]	6.6%	2.7%	1.3%	-1.1%	0.1%
COc1ccc(C(C(=O)NC2CCCCC2)N(C(=O)CCCC(=O)Nc2ccccn2)c2ccc3c(c2)OCCO3)cc1 (configuration not stated)	-16.5%	-3.2%	-9.3%	-0.9%	-7.4%	-10.3%	-1.8%	1.6%
Cc1nn(Cc2ccccc2)c(C)c1NC(=O)CSc1nnc(-c2cc(Cl)ccc2O)n1C	-2.0%	-0.5%	-0.7%	0.4%	-3.5%	14.5%	-12.0%	-6.6%[11.4 µM]
O=C(NCCc1ccc(Cl)cc1)c1ccc(Cn2c(=O)c3cccn3c3cccnc32)cc1	4.0%	.	.	-3.8%	-22.6%	-20.0%	-1.0%	.
O=C(O)CC(NNC(=O)c1ccccc1)C(=O)Nc1ccc([N+](=O)[O-])cc1 (configuration not stated)	.	-2.7%	-4.7%[10 µM]	-10.2%	?	-8.1%	-1.0%	.
Clc1ccc(-c2nc3cnccn3c2Nc2ccc3c(c2)OCO3)cc1	?	-11.6%	-7.8%[10 µM]	3.1%	14.1µM*[quencher]	?	-1.1%	-28.8%
Cc1nnc2ccc(N3CCC4(CC3)OCCO4)nn12	?	7.0%	-5.6%[10 µM]	-5.4%	0.1%	2.7%	-1.4%	-0.3%

Screening data as filed in PubChem BioAssay.

An excerpt; rates above refer to the full screens.
